Sm TGR block: blocks Schistosoma mansoni thioredoxin glutathione reductase; purified TGR, DTNB reduction, TNB absorbance 405 nm; Potency, µM (titrated, usually from 114 µM), for inactives: at the top dose activity change, negative = inhibition, hits mostly inhibitors; 3% of 360,000 active; note: potency is the fitted concentration of half-maximal effect; nearly all actives have a fitted effect of over 60% in size
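Kinetic colorimetric format: TGR-catalysed, NADPH-driven DTNB reduction monitored via TNB absorbance. Enzyme dispensed at 20 nM; compound exposure 15 min at room temperature before reaction start.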
HCMV antiviral: human cytomegalovirus inhibition; AID 1259415; HFF cells, HCMV-luciferase reporter, 72 h; stronger effect = lower value; activity change, negative = inhibition, % at 57.5 µM; 4.5% of 410,000 active; in the data active = activity change below about -60%; inconclusive = no clear call, values can overlap the other calls; inactive = above about -39%
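Two-dose cell screen: HFF monolayers treated with compounds and infected with luciferase-expressing HCMV at 1 PFU/cell, 72 h at 37C, then lysed for luciferase measurement.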
AmpC inh no detg: inhibitors of E. coli AmpC beta-lactamase without detergent; P00811; AmpC nitrocefin hydrolysis, absorbance 480 nm, 0.0001% Triton; Potency, µM (titrated, usually from 57.1 µM), without a hit: at the top dose activity change, negative = inhibition, actives largely listed as inhibitors; 0.52% of 330,000 active;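 note: potency is the fitted concentration of half-maximal effect; plate controls were no compound for no effect and no enzyme for full effect; nearly all actives have a fitted effect of over 20% in size; some results filed as inactive show a strong effect at the top dose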
Target sequence (P00811 whole entry, looked up): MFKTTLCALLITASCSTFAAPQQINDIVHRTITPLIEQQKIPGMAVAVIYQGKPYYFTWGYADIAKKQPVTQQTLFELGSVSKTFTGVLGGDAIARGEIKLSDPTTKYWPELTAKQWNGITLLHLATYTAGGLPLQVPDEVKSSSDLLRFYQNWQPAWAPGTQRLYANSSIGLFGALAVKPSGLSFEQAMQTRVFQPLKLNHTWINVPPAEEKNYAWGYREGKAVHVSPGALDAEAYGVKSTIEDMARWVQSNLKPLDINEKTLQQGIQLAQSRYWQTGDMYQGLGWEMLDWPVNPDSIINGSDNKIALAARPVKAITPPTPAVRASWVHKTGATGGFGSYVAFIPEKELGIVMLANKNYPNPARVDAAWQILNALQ
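AmpC (5.3 nM in the dispensed reagent) in 20 mM phosphate pH 7.0 with 0.01% (detergent screen) or 0.0001% Triton X-100 was preincubated with compounds for 15 min at room temperature. Nitrocefin was then added from an 800 uM solution, and hydrolysis was followed at 480 nm.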
FBPA Giardia inh: blocks Giardia fructose-bisphosphate aldolase activity; 0.71% of 290,000 active; purified Giardia FBPA; Potency, µM (series often up to 59.6 µM), inactives show at the highest dose activity, negative = inhibition, most hits filed as inhibitors; A8B2U2; note: potency is the fitted concentration of half-maximal effect; nearly all actives have a fitted effect of over 55% in size
Target sequence (A8B2U2 whole entry, looked up): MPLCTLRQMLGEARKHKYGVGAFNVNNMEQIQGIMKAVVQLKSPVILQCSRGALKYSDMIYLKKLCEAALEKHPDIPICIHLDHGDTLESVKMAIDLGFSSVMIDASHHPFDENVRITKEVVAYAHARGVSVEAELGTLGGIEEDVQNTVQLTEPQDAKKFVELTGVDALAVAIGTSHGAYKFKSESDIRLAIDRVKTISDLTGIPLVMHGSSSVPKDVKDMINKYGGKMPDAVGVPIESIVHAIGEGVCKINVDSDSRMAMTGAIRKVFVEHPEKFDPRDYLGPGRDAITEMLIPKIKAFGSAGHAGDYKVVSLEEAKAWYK
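40 nM FBPA preincubated 10 min at RT with compound (up to 57.5 uM final), then substrate plus GAPDH/TPI/NAD/arsenate coupling and diaphorase/resazurin added. Fluorescence read after 20 min at RT, 525/598 nm.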
AmpC inh detg: AmpC beta-lactamase inhibition with detergent present; 0.041% of 370,000 active; AmpC hydrolysis of nitrocefin, absorbance 480 nm, 0.01% Triton; Potency, µM (highest dose often 114 µM), without a hit: top-dose activity change, negative = inhibition, most hits filed as inhibitors;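 note: potency is the fitted concentration of half-maximal effect; 0% = no-compound wells and -100% = no-enzyme wells; nearly all actives have a fitted effect of over 25% in size; some results filed as inactive show a strong effect at the top dose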
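20 mM phosphate pH 7.0 + 0.01% (detergent screen) or 0.0001% Triton X-100; 5.3 nM AmpC reagent; cpd preinc 15 min RT; nitrocefin (800 uM stock) to start; A480 q20 s × 4 min; Activity was normalised to no-enzyme and no-compound control wells.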
AMA1 RON2 block: AMA1-RON2 (P. falciparum) interaction inhibition; AlphaScreen AMA1-biotinylated RON2 peptide binding; Potency, µM (titrated, usually from 58.2 µM), for the others: at the highest dose activity change, negative = inhibition, usual class: inhibitors; 0.2% of 360,000 active;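 note: potency is the fitted concentration of half-maximal effect; 0% = vehicle wells and -100% = peptide control; nearly all actives have a fitted effect of over 45% in size; some results filed as inactive show a strong effect at the top dose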
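AMA1 (3D7) with his tag at 25 nM final met compounds first, then biotinylated RON2 peptide at 25 nM; detection used donor plus acceptor beads, 10 µg/mL apiece, read by AlphaScreen after 30 min at room temperature.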
Numbers without * were called inactive; ? = inconclusive; · = not tested or not shown; [ ] = remark or other dose. Unless noted, calls come from the whole dose curve; as a rule, active = well fitted curve in the direction sought with a large enough effect; inconclusive = small, poorly fitted or top-dose-only effect, or another doubt; inactive = no such curve, though single readings can be large; an effect the other way counts as inactive or inconclusive. Unless noted, % is set by controls: 0 for no effect and ±100 for the full control effect.

Screens in order – Sm TGR block | HCMV antiviral | AmpC inh no detg | FBPA Giardia inh | AmpC inh detg | AMA1 RON2 block
> CC(=O)c1ccc(N(CC(=O)NC2CCCCC2)C(=O)c2csnn2)cc1
    -2% | 72 | -6% | 13% | 1% | -10%
> CCCCCOC(=O)NCC(O)c1ccccc1 (stereo unspecified)
    10% | 123 | -4% | 6% | -5% | -4%
> O=C(Cc1ccc(Cl)cc1Cl)NC1CCCCCC1
    6% | ? | -28% | 7% | ? | 42%
> COc1cccc2cc(C(C)N(CCCN3CCOCC3)C(=S)Nc3cc(C)ccc3C)oc12 (stereo unspecified)
    -2% | 0 | 147%[activator] | -6% | 2% | -10%
> Cc1nc(NC(=O)C2CCCCC2)sc1C
    -16% | 63 | -21% | 2% | -6% | -3%
> COc1cccc(CC(=O)OCC(=O)NC(Cc2ccccc2)C(C)=O)c1 (stereo unspecified)
    1% | -9 | -3% | · | -10% | -14%
> O=C(CN1C(=O)NC2(CCc3ccccc32)C1=O)Nc1ccc(N2CCOCC2)cc1 (stereo unspecified)
    -26% | 22 | 1% | 0% | -5% | -12%
> Cc1cccc(OCC(=O)N/N=C2/SCC(=O)N2Cc2ccco2)c1
    0% | -23 | -6% | 1% | 4% | 29%
> Cc1cc(/C=C2/NC(=O)NC2=O)c(C)n1-c1sc2c(c1C#N)CCCC2
    ? | -73* | -10% | -14% | 0% | -1%
> O=C(COc1ccc(Cl)c(Cl)c1)NC1CCS(=O)(=O)C1 (stereo unspecified)
    0% | 0 | -15% | · | 1% | -2%
> Cc1ccc(NC(=O)Cn2nnc(C(=O)NCc3cccs3)c2N)c(C)c1
    -14% | -30 | -32% | -9% | -5% | 5%
> O=C(Nc1ccc2sccc2c1)c1cccc(N2C(=O)CCC2=O)c1
    1% | -39 | -1% | -11% | 0% | 18%
> O=C(COC(=O)c1cccc(Oc2ccccc2)c1)NCc1ccco1
    -19% | 18 | -23% | -5% | -1% | 15%
> CCCn1c(SCC#N)nc2c(c1=O)C1(CCCC1)Cc1ccccc1-2
    12% | -30 | -10% | 1% | -3% | -1%
> COc1ccccc1/C=C/C=N/NC(=O)c1ccco1
    -31% | 11 | -28% | -19% | 5% | 82%[activator]
> O=C(N/N=C/c1ccc(Cl)cc1)c1n[nH]c2c1CCCC2
    16% | -91* | -20% | 4% | 5% | 17%
> CCOc1ccccc1NC(=O)c1ccc(NC(=O)c2ccco2)cc1
    -22% | ? | -13% | 4% | -1% | -7%
> CSc1nncn1/N=C/c1ccccc1F
    -6% | 0 | -11% | 0% | ? | 10%
> CCC1(C)Cc2ccccc2C(=O)N1 (stereo unspecified)
    -3% | 9 | 7% | 1% | 1% | -2%
> O=C(c1cc(-c2ccc(Cl)cc2)on1)N1CCN(c2ccccc2)CC1
    4% | 12 | -15% | 2% | 5% | 8%
> CCOc1cc(C2C3=C(CCCC3=O)NC3=C2C(=O)CCC3)ccc1OCCO
    -33% | 11 | -27% | -20% | 2% | -3%
> COc1cc(CC(=O)O)c([N+](=O)[O-])cc1OC
    -24% | ? | -7% | 0% | 4% | 0%
> O=C(NC1CC1)c1cccc(S(=O)(=O)Nc2ccccc2F)c1
    55%[activator] | 4 | 2% | · | -14% | 0%
> CCNC(=O)C1CC(=O)N(c2ccc(OCC)cc2)C1 (stereo unspecified)
    -21% | 19 | -8% | 0% | ? | -2%
> CCCn1c(=NC(=O)CCS(=O)(=O)c2ccccc2)sc2cc(S(N)(=O)=O)ccc21
    -4% | 3 | -22% | · | -1% | -22%
> Cc1cccc(-n2c3nc(=O)n(C)c(=O)c-3cc3c(C)nn(-c4ccccc4)c32)c1C
    -11% | -4 | · | · | 5% | ·
> Cc1nn(-c2ccccc2)c2nc(N)c(C#N)c(-c3ccc(F)cc3)c12
    1% | -18 | -24% | -9% | -5% | 3%
> NC(=O)c1cc(N2C(=O)C3CC=CCC3C2=O)ccc1N1CCCCC1 (stereo unspecified)
    -1% | -9 | 8% | 1% | -18% | -18%
> COCCOc1ccc(C(F)(F)F)cc1NC(=O)COC(=O)C1=COCCO1
    -7% | -26 | 40% | · | ? | -6%
> COc1ccc2c(c1)c1nc3n(c(=O)c1n2CC(=O)Nc1cc(C)[nH]n1)CCS3
    0% | -85* | -24% | 0% | -1% | ·

Among those listed so far, these contain an aryl thioether with sulfur outside any ring:
Screens in order – Sm TGR block | HCMV antiviral | AmpC inh no detg | FBPA Giardia inh | AmpC inh detg | AMA1 RON2 block
> CCCn1c(SCC#N)nc2c(c1=O)C1(CCCC1)Cc1ccccc1-2
    12% | -30 | -10% | 1% | -3% | -1%
> CSc1nncn1/N=C/c1ccccc1F
    -6% | 0 | -11% | 0% | ? | 10%

The results go on:
Screens in order – Sm TGR block | HCMV antiviral | AmpC inh no detg | FBPA Giardia inh | AmpC inh detg | AMA1 RON2 block
> CSc1ccc(C=NNc2ccc(S(=O)(=O)Nc3ccccc3C(=O)O)cc2[N+](=O)[O-])cc1
    · | 24 | -35% | · | · | ?
> CCOc1ccccc1N1CCN(C(=O)c2cc3ccccc3cc2OC)CC1
    9% | ? | 123%[activator] | · | -11% | -9%
> CCCCn1c(-c2cccc(C)c2)nc2cc3[nH]c(=O)c(C(C)C)nc3cc21
    -30% | -2 | 115%[activator] | -18% | ? | 20%
> Cc1cc(C(=O)N2CCN(c3cc(Cl)ccc3C)CC2)on1
    11% | -5 | 55%[activator] | 8% | ? | -3%
> Cc1ccc(C(=O)NNC(=S)NCC2CCCO2)cc1[N+](=O)[O-] (stereo unspecified)
    -25% | 23 | -17% | · | 5% | 66%[activator]
> C=CCN(CC=C)C(=S)NC(=O)c1ccc(OC)c(Br)c1
    -20% | · | -39% | -10% | ? | 0%
> CCOc1ccc(N(CC(=O)NC2CCCCC2)C(=O)CCC(=O)Nc2ccccn2)cc1
    -1% | -8 | -16% | 3% | -14% | 3%
> O=C(Nc1cccc(C(F)(F)F)c1)N1CCN(C(=O)Nc2cccc(C(F)(F)F)c2)CC1
    -4% | 30 | -27% | 7% | 1% | 1%
> CCOc1ccccc1-c1cc(C(=O)N/N=C/c2ccc3c(c2)OCO3)c2ccccc2n1
    1% | 7 | -32% | -1% | ? | -9%
> CC(C)COC(=O)n1c(=O)oc2cc(S(=O)(=O)N3CCCCC3)ccc21
    2% | ? | -26% | 7% | ? | 4%
> O=C(NC12CC3CC(CC(C3)C1)C2)C1CCCN1C(=O)NC1CCCCC1 (stereo unspecified)
    7% | -14 | -4% | 7% | 0% | -9%
> COc1ccc(N2CCN(C(=O)Cn3cnc4sc(C)c(S(=O)(=O)N5CCCCC5)c4c3=O)CC2)cc1
    4% | -13 | · | · | 7% | ·
> Cc1ccc2nc(NC(=O)CSCC(=O)Nc3cc(C)on3)sc2c1
    -6% | -10 | -17% | · | -6% | 1%
> COc1ccc(O)c(C(=O)c2cnc3onc(C(C)C)c3c2)c1
    -2% | -25 | -19% | 16% | -2% | -18%
> COc1ccc(S(=O)(=O)N2CCCCC2)cc1NC(=O)CCCNC(=O)c1ccc(Cl)cc1
    -7% | 32 | -20% | · | ? | -6%
> CO/N=C/NC(=O)N1OC[C@@H]2COc3ccc4ccccc4c3[C@@H]21
    -18% | 1 | 37% | 1% | -7% | -1%
> O=C(NCc1ccccc1Cl)c1ccc2nnsc2c1
    14% | -16 | -36% | -10% | 5% | -7%
> CC(C(=O)NCCc1ccccc1)N1c2cccc3cccc(c23)S1(=O)=O (stereo unspecified)
    7% | -25 | -28% | · | -5% | 11%
> Cc1c(-c2n[nH]c(=S)n2-c2ccc(C(F)(F)F)cc2)nnn1-c1ccccc1
    -24% | -22 | -26% | 9% | -12% | 38%[activator]
> Cc1nn(-c2ccc(N3CCOCC3)nn2)c(C)c1CCC(=O)NCc1ccc(Cl)cc1
    -7% | -8 | · | · | 2% | ·
> COc1ccc(-c2csc(NC(=O)CCNC(=O)c3ccco3)n2)cc1OC
    -1% | -9 | 0% | · | -14% | -5%
> Cc1nc2c(c(C)nn2-c2ccccc2)c(C)c1CCC(=O)N1CCC2(CC1)OCCO2
    2% | · | 2% | 3% | ? | -1%
> CN(C)c1ccc(/C=C/c2nc(-c3ccccc3O)n(-c3ccccc3)n2)cc1
    -1% | -11 | · | · | 23% | ·
> O=C(COC(=O)c1ccccc1)Nc1ccc(Cl)cn1
    -2% | -4 | -14% | 13% | ? | 5%
> O=C(NCCc1ccccc1)N1CCCC(CNS(=O)(=O)Cc2ccccc2)C1 (stereo unspecified)
    10% | -21 | 0% | 2% | 5% | 6%
> O=C(O)c1ccc([N+](=O)[O-])c(CS(=O)(=O)c2ccccc2)c1
    ? | -28 | -20% | 5% | -24% | 14%
> O=C(COC(=O)c1ccncc1)Nc1ccc2c(c1)OCO2
    · | -16 | -31% | · | · | 17%
> Cc1onc(-c2ccccc2)c1C(=O)c1ccccc1
    20% | 4 | -23% | 8% | -8% | 10%
> COCc1cc(C)nc2sc3c(c12)NC(c1ccc(O)cc1)N(c1ccc(OC)cc1)C3=O (stereo unspecified)
    5% | -21 | · | · | 19% | ·
> OC[C@@H](O)[C@@H](O)CO
    5% | 8 | -20% | · | ? | 1%
> CCn1cc(C(=O)NCc2ccc(Cl)cc2)c(=O)c2cc(S(=O)(=O)N(C)C3CCCCC3)ccc21
    10% | -3 | · | · | -6% | ·
> COC(=O)CN(c1ccc(F)cc1)S(=O)(=O)c1ccc2c(c1)OCCO2
    4% | 7 | 9% | 27% | -2% | 0%
> CCc1cccc(C)c1NC(=O)CSc1nc2ccccc2n1CC(=O)N(C)C
    6% | -20 | 7% | 4% | ? | 2%
> CCN(CC)c1ccc2cc(C(=O)Nc3ccccn3)c(=O)oc2c1
    -2% | 83 | -25% | -13% | -12% | 1%
> CCOC(=O)NC(=O)c1cn(CCN(C)C)c(=O)[nH]c1=O
    6% | 0 | -16% | -1% | 0% | 9%
> CC(C)Oc1ccc(CNC(=O)Oc2ccccc2)cc1
    3% | 26 | -20% | 12% | ? | 3%
> COCCCn1c(C(=O)N2CC(C)OC(C)C2)cc2c(=O)n3ccccc3nc21 (stereo unspecified)
    13% | -3 | 2% | -3% | -5% | -12%
> COc1cccc(OCc2ccc(Cl)cc2)c1C#N
    3% | -5 | -37% | -3% | 0% | 22%
> CC1(C)CC(NC(=O)c2cccc3ccccc23)CC(C)(C)N1
    0% | 46 | -11% | -3% | ? | 4%
> COc1ccc(NS(=O)(=O)c2cccc(C(=O)NNC(=O)c3ccccc3OC)c2)cc1
    1% | 41 | -51% | · | -17% | 86%[activator]
> CCN(CC)CCn1c2c(c(SCC(=O)Nc3cc(OC)cc(OC)c3)nc1=O)CCC2
    -5% | -1 | 83%[activator] | · | 0% | -1%
> CNS(=O)(=O)c1cc(OCC(N)=O)c(C)cc1Cl
    7% | 57 | -28% | -4% | -5% | -3%
> Cc1cc2c(c(=O)n1Cc1cccnc1)C(c1ccccc1)C(C#N)=C(N)O2 (stereo unspecified)
    2% | -5 | -17% | -3%[12.9 µM] | -14% | 4%
> O=[N+]([O-])c1cccc(/C=N/N2CCN(Cc3ccc(Cl)cc3)CC2)c1
    1% | -14 | -20% | 1% | -4% | ?
> CN(Cc1cc(=O)n2ccsc2n1)Cc1nc2ccccc2c(=O)[nH]1
    0% | -13 | -9% | -25% | ? | 103%[activator]

Source: PubChem (National Center for Advancing Translational Sciences (NCATS))
